West Nile virus CPE = West Nile virus antiviral activity, cell-based, CPE readout (AID 1621). West Nile virus-infected cells, CPE inhibition; higher % means a stronger effect. CPE inhibition, % at 10 µM, or IC50 in µM where a hit was titrated. actives 0.02% (n = 290,000); in the data active means a potency from the dose series; inconclusive means CPE inhibition mostly from about 3.7% at the one dose, without a potency; inactive means the rest, 99 in 100 with CPE inhibition below about 2.2%; further: strong numbers were not always called active
RSV CPE inhibition = RSV antiviral activity via CPE protection, HEp-2 cells, primary 10 µM value included (AID 2391) | CPE inhibition, % at 10 µM, or IC50 in µM where a hit was titrated | actives 0.13% (n = 310,000) | HEp-2 cells, RSV-induced CPE inhibition; higher % means a stronger effect; in the data active means a potency from the dose series; inconclusive means CPE inhibition mostly from about 23% at the one dose, without a potency; inactive means the rest, 99 in 100 with CPE inhibition below about 21%; further: strong numbers were not always called active
UTI89 phage lysis = inhibition of K1F phage lysis, E. coli UTI89, bacterial capsule biogenesis inhibitors, alamar blue (AID 488966) | E. coli UTI89 K1F phage lysis, alamar blue, 2 h; higher % means a stronger effect | inhibition, % at 100 µM, or IC50 in µM where a hit was titrated | actives 0.02% (n = 340,000);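 active means phage lysis inhibition, versus mean bacterial control, above a set limit; inconclusive means no clear call, values can overlap the other calls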;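 further: capsule biogenesis inhibitors block K1F phage lysis so surviving cells raise fluorescence; higher fluorescence means more inhibition of phage lysis; actives were called in the ten point dose series up to 300 µM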
XIAP antagonists = small molecules displacing peptide from XIAP – biochemical, IAP family, fluorescence polarization (AID 1018). displacement, % at 20 µM, or IC50 in µM where a hit was titrated. XIAP BIR domain, fluorescence polarization peptide displacement; higher % means a stronger effect. actives 0.007% (n = 200,000); in the data active means displacement above about 50%; further: a part of the inactive calls stands beside numbers as strong as those of hits
ER stress rescue = rescue of cells from ER stress-induced death, primary screen, 384-well, CSM14.1, thapsigargin, ATP luminescence (AID 1222) | CSM14.1 thapsigargin-induced death rescue, ATP luminescence; higher % means a stronger effect | cellular ATP content (survival), % at 20 µM; hits with a dose series show EC50 in µM | 190,000 tested, under 10 active;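 active means EC50 below 50 µM in the dose-response confirmation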;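 further: death triggered by thapsigargin at about 15 µM added after 2 h compound pretreatment; cell ATP read after overnight thapsigargin exposure of roughly 18 to 22 hours; normalized against plate controls of thapsigargin alone and 5% DMSO vehicle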
Large T inhibition = TAg ATPase/helicase activity blockers – biochemical (AID 1903) | SV40 large T antigen ATPase/helicase inhibition assay; higher % means a stronger effect | one-dose inhibition, % at 20 µM; IC50 in µM for titrated hits | actives 0.39% (n = 310,000); in the data active means a potency from the dose series; inconclusive means inhibition mostly from about 32% at the one dose, without a potency; inactive means the rest, 99 in 100 with inhibition below about 32%; further: strong numbers were not always called active
Dengue-2 NS5 capping = Dengue-2 NS5 methyltransferase inhibitors, primary screen, biochemical, confirmation dose response (AID 588689); Dengue-2 NS5 methyltransferase capping enzyme assay, biochemical; higher % means a stronger effect; one-dose inhibition, % at 25 µM; IC50 in µM for titrated hits; actives 0.3% (n = 340,000); in the data active means a potency from the dose series; inconclusive means inhibition above about 29% without an active follow-up result
Yfh1-depleted yeast = mitochondrial function rescue without frataxin homolog – Friedreich's ataxia, plus single-dose screen, dose response (AID 1465); S. cerevisiae Yfh1-off respiration, WST-1 reduction, 72 h; higher fold induction means a stronger effect; one-dose fold induction at 50 µM; EC50 in µM for titrated hits; actives 0.074% (n = 220,000);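 active means fold induction of absorbance versus untreated yeast above a set limit, then at least 30% activation at any dose in follow-up; inconclusive means repeats straddling the limit, or above it without dose testing; inactive means fold induction below the set limit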;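 further: activators that raise dye reduction in frataxin-depleted yeast; strong numbers were not always called active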
WT yeast gro inh = growth inhibition of WT yeast, mitochondrial fusion screen; inhibition, % at 10 µM; mitochondrial fusion phenotypic screen, WT strain; actives 2.1% (n = 190,000); in the data active means inhibition above about 58%; tested in S. cerevisiae
WT yeast gro inh mutant strain = further read-out of WT yeast gro inh, marked with its call; inhibition, %; mitochondrial fusion phenotypic screen, mutant strain inhibition
Starred values were filed as active, the others as inactive; i = inactive; u = inconclusive; x = not tested or not shown; & = joins results of further samples; [ ] = remark or other dose.

SMILES,West Nile virus CPE,RSV CPE inhibition,UTI89 phage lysis,XIAP antagonists,ER stress rescue,Large T inhibition,Dengue-2 NS5 capping,Yfh1-depleted yeast,WT yeast gro inh,WT yeast gro inh mutant strain
CCOCCCNC(=O)CNC(=S)N(Cc1ccc(C)cc1)Cc1ccco1,-0.8%,1.8%,0.0%,-1.7%,-1.2%,6%,-5%,i,5,21
CC(=O)N1CCC(C(=O)NC2CC(C)(C)Cc3c2cnn3-c2ccc(F)cc2)CC1 (stereo unspecified),0.8%,1.6%,1.3%,x,x,4%,0%,x,x,x
C/C(Cl)=C\Cn1c(N2CCCCCC2)nc2c1c(=O)n(C)c(=O)n2C,-0.7%,-0.4%,0.8%,-4.8%,1.8%,14%,2%,i,20,17
Cc1ccc(NC(=O)c2cc3ccccc3o2)cc1Cl,-1.2%,13%,-0.2%,x,x,7%,-9%,x,x,x
Cc1sc2ncnc(SCC(=O)Nc3nc(-c4ccc(F)c(F)c4)cs3)c2c1C,-0.6%,3.1%,0.1%,-2.7%,-0.3%,7%,5%,i,7,15
O=C1CC(Sc2cccs2)C(=O)N1c1ccccc1 (stereo unspecified),-0.5%,x,-0.4%,x,x,31%,-7%,i,x,x
CN1CCN(C(=O)c2cc3c(C(F)(F)F)nn(C)c3s2)CC1,0.3%,-0.7%,0.2%,-6.8%,-0.5%,1%,-4%,i,-20,5
Cc1ccc(-c2nn(-c3ccccc3)cc2/C=C2\SC(=S)N(CC(=O)O)C2=O)cc1,-1.3%,18%,-0.3%,x,x,6%,37µM*,i,x,x
COc1ccc2cc1Oc1ccc(cc1)C[C@H]1c3cc(c(OC)cc3CCN1C)Oc1c(O)c(OC)cc3c1[C@H](C2)N(C)CC3,-2.0%,16%,x,x,x,18%,x,i,x,x
COc1ccc(NC(=S)NC(NC(=O)c2cccc3ccccc23)C(Cl)(Cl)Cl)c([N+](=O)[O-])c1 (stereo unspecified),-0.3%,16%,2.5%,-1.3%,0.7%,2%,-4%,i,26,5
Cc1ccccc1NC1=C(Cl)C(=O)OC1NC(=O)c1ccccc1 (stereo unspecified),-0.4%,7.2%,8.6%,-0.3%,-4.4%,20%,-2%,i,2,7
Cc1cnc(C(=O)Nc2cc(F)ccc2C)cn1,1.4%,-0.7%,0.1%,-5.1%,-0.4%,2%,-12%,i,-9,-10
C/C(=N\NC(=S)Nc1ccc(C)cc1)c1cccc(N)c1,-0.6%,0.0%,0.5%,-4.5%,8.8%,15%,-4%,i,6,30
CCOc1ccc(-n2cc(C(=O)Nc3ccc(Cl)cn3)c3cc(OC)c(OC)cc3c2=O)cc1,-0.4%,x,0.0%,-7.0%,0.6%,-2%,-7%,i,0,5
Cc1nn2c([nH]c(=O)c3ccccc32)c1C=O,0.6%,1.6%,-0.6%,-2.0%,-0.1%,6%,5%,i,15,0
O=C(COc1ccc(S(=O)(=O)NCc2ccccc2)cc1Cl)NCC1CCCO1 (stereo unspecified),-0.5%,-0.8%,2.1%,-7.4%,-0.4%,-1%,-3%,i,-17,-16
Cc1csc2ncnc(N3CCN(C(=S)Nc4ccc(F)cc4F)CC3)c12,-0.4%,4.1%,x,x,x,2%,x,i,x,x
COc1ccc(/C=C/C(=O)Nc2ccc3nc4n(c(=O)c3c2)CCCC4)cc1OC,-0.3%,1.8%,-0.3%,-5.1%,-1.2%,12%,-14%,i,2,3
COc1ccc(C(=O)c2no[n+]([O-])c2C(=O)c2ccc(OC)cc2)cc1,0.1%,-1.6%,-5.7%[50 µM],-2.8%,-2.8%,5%,23%,i,15,16
O=C(Cc1ccc(Br)cc1)Nc1ccc2[nH]ncc2c1,0.6%,0.5%,0.7%,x,x,3%,42%,x,x,x
COCCN(C(=O)CNC(=O)c1cccs1)C(C(=O)NC1CCCC1)c1cccs1 (stereo unspecified),-1.1%,0.2%,0.8%,-2.9%,-1.8%,4%,-7%,i,-8,0
CCOC(=O)CSc1nc(N)cc(=O)[nH]1,0.4%,0.1%,-0.1%,-6.5%,-1.4%,-3%,10%,i,5,-9
COc1ccc(CNC2CCCCC2C)c(OC)c1 (stereo unspecified),-0.8%,-1.0%,5.3%,-3.9%,-2.0%,-2%,-6%,i,-2,-15
CN(C)CC(C(=O)c1ccccc1)c1ccccc1 (stereo unspecified),-0.7%,-4.5%,-0.5%,-1.5%,x,2%,-41%,i,77*,76*
COC(=O)CCCCCCCCC(O)CN(C)C (stereo unspecified),0.1%,-0.9%,0.0%,x,x,16%,-5%,i,x,x
CCCn1c2ccccc2c2cnn(CC(=O)NC3CCCC(C)C3C)c(=O)c21 (stereo unspecified),0.0%,0.9%,0.4%,x,x,8%,3%,x,x,x
Cc1ccc(C)c(OCc2nnc(NC(=O)c3ccc4c(c3)OCO4)s2)c1,0.0%,-0.6%,0.6%[50 µM],x,x,13%,3%,i,x,x
Cc1cc2cc(CNC(=O)Nc3ccc(Cl)c(Cl)c3)ccc2n1C,-0.2%,1.4%,-1.1%,-2.4%,-1.5%,7%,u,i,5,9
O=C(Cc1cccs1)NCc1cc(Cl)cc(Cl)c1,-0.1%,2.8%,0.0%,x,x,15%,-8%,x,x,x
COc1ccccc1/C=C/c1nc(S(=O)(=O)c2ccccc2)c(N2CCC(C(N)=O)CC2)o1,1.9%,6.2%,-0.3%,x,x,11%,-18%,x,x,x

Next part; it opens with the 3 that closed the last part.
SMILES,West Nile virus CPE,RSV CPE inhibition,UTI89 phage lysis,XIAP antagonists,ER stress rescue,Large T inhibition,Dengue-2 NS5 capping,Yfh1-depleted yeast,WT yeast gro inh,WT yeast gro inh mutant strain
Cc1cc2cc(CNC(=O)Nc3ccc(Cl)c(Cl)c3)ccc2n1C,-0.2%,1.4%,-1.1%,-2.4%,-1.5%,7%,u,i,5,9
O=C(Cc1cccs1)NCc1cc(Cl)cc(Cl)c1,-0.1%,2.8%,0.0%,x,x,15%,-8%,x,x,x
COc1ccccc1/C=C/c1nc(S(=O)(=O)c2ccccc2)c(N2CCC(C(N)=O)CC2)o1,1.9%,6.2%,-0.3%,x,x,11%,-18%,x,x,x
COCCN(C(=O)Cc1cccs1)C(C(=O)NC1CCCC1)c1ccc(OC)c(OC)c1 (stereo unspecified),-1.5%,1.1%,0.2%,-8.8%,-1.0%,21%,-3%,i,-8,-13
N[C@@H](Cc1ccccc1)C(=O)N1CCC(C(=O)NCC(=O)NCC(=O)O)CC1,-0.1%,1.4%,1.1%[50 µM],x,x,4%,-3%,x,x,x
C/C(=N/NS(C)(=O)=O)c1ccc2ccccc2c1,0.1%,-0.8%,3.0%,-4.4%,0.4%,28%,-6%,i,16,-43
Cc1nc2nc(C)c(CCC(=O)Nc3ccc4c(c3)OCO4)c(C)n2n1,1.1%,1.1%,3.5%,-7.7%,-0.4%,9%,-2%,i,1,0
CCOc1ccccc1CN1CCNC(=O)C1CC(=O)NCc1nccn1CC (stereo unspecified),0.0%,0.2%,0.2%,x,x,9%,4%,x,x,x
CS(=O)(=O)N(CC(=O)Nc1ccc2c(c1)OCO2)c1ccccc1,0.0%,-0.1%,3.0%,0.9%,-0.5%,-3%,-5%,i,6,15
COc1ccc(S(=O)(=O)NCC(c2ccco2)N2CCc3ccccc32)cc1 (stereo unspecified),x,5.3%,-0.6%[50 µM],x,x,6%,-8%,x,x,x
COc1ccc(C(C(=O)NC2CCCC2)N2CCc3ccccc32)cc1 (stereo unspecified),-0.3%,0.8%,-0.6%,-11%,x,3%,0%,i,11,4
Nn1c(SCC(=O)NCc2ccccc2)nncc1=O,-0.5%,2.6%,0.4%,-5.4%,-2.4%,7%,-5%,i,7,3
Cc1ccccc1Oc1cc(NC(=O)CCCn2nc(C)c([N+](=O)[O-])c2C)cc([N+](=O)[O-])c1,-2.1%,14%,0.2%[50 µM],-1.8%,-2.3%,4%,-8%,i,37,24
CCOc1cccc(C2C(C#N)=C(N)Oc3cc(C)oc(=O)c32)c1OCC (stereo unspecified),1.1%,4.5%,1.7%,-0.7%,0.4%,3%,-2%,i,-2,-1
O=C(CSc1nccn1Cc1ccc(F)cc1)NC1CCCC1,0.0%,0.1%,-0.2%,x,x,-7%,-6%,x,x,x
CCOc1ccc(C2NC(=O)NC(C)=C2C(=O)OCc2ccccc2)cc1 (stereo unspecified),0.1%,0.4%,0.3%,x,x,12%,-2%,x,x,x
CCCCC(=O)Nc1ccc(NC(=O)c2ccccc2OC)cn1,3.0%,0.3%,0.8%,-4.7%,-2.0%,9%,6%,i,12,19
Cc1ccc(Nc2nc3c(c(=O)[nH]2)CCCC3)cc1,-0.8%,5.7%,-0.4%,-1.1%,2.5%,14%,-4%,i,-10,-1
COc1ccc(OC)c(NC(=O)COC(=O)c2ccc(S(=O)(=O)N3CCOCC3)cc2)c1,0.0%,1.9%,-0.2%,0.7%,0.9%,-1%,-6%,i,-3,5
O=c1c2c(nc3nc(SCc4ccccc4)[nH]n13)CCC2,2.3%,6.6%,10%,-5.4%,0.5%,16%,6%,i,29,1
O=C1NC(=O)C(CC(=O)N(Cc2ccco2)C2(C(=O)NC3CCCCC3)CCCCC2)N1 (stereo unspecified),-0.3%,1.7%,15%,-0.8%,-3.4%,1%,-11%,i,7,-4
CCOc1ccc(C(=O)COC(=O)C2CCN(c3ccc(C(F)(F)F)cn3)CC2)cc1,x,-1.9%,1.0%[50 µM],x,x,13%,-4%,x,x,x
COc1cccc(OCCOCC(O)CN2CCN(Cc3ccc(Cl)cc3)CC2)c1 (stereo unspecified),-1.2%,5.2%,3.0%,3.9%,-1.8%,7%,0%,i,11,45
CCN(CC)C(=O)[C@]1(c2ccccc2)C[C@@H]1CN,-0.2%,0.5%,x,-5.1%,-1.4%,6%&10%,x,i,1,5
CCOc1ccc(Oc2cc(N)cc([N+](=O)[O-])c2)cc1,0.1%,0.6%,0.1%,-2.9%,-2.1%,6%,-3%,i,-10,-2
